RmlCD inh mix – inhibitors of RmlC and RmlD coupled enzymes; inhibition, % at 5.5 µM; AID 1532; RmlC/RmlD coupled enzyme inhibition, 384-well mixture HTS; actives 0.39% (n = 110,000); in the data active = inhibition above about 30%, passing the limit was not always enough; also: strong numbers were not always called active
HIV RNase H inh – inhibitors of HIV-1 reverse transcriptase RNase H; P04585; RT-RNase H RNA/DNA duplex cleavage, fluorescence; inhibition, % at 10 µM; actives 1.9% (n = 65,000); AID 565; in the data active = inhibition above about 50%
Active calls of the source: *; · = not tested or not shown.

The first seven compounds, ahead of the listing:
Below each SMILES: RmlCD inh mix | HIV RNase H inh
O=C(Cn1[nH]c(=O)c2ccccc2c1=O)OCC(=O)N1CCCc2ccccc21
    -17.7 | -15.7
CCC(=O)Nc1cc(C(C)C)c(O)cc1C
    12.0 | -5.8
C/C(=N\N=C(/N)SC1CC(=O)N(c2ccc(Cl)c(Cl)c2)C1=O)c1cccs1 (centres undefined)
    -5.1 | ·
COc1ccc(NC(=O)CN(C)S(=O)(=O)c2ccc3c(c2)CCC(=O)N3)c(OC)c1
    7.7 | ·
N[C@@H](Cc1cc(I)c(O)c(I)c1)C(=O)O
    17.3 | ·
Cc1ccc(/C=C(/NC(=O)c2ccccc2)C(=O)NCCc2c[nH]c3ccccc23)o1
    1.8 | ·
COC(=O)c1ccc(Oc2ccc3nncn3n2)cc1
    -34.9 | ·

All compounds of this part (from the top)
Below each SMILES: RmlCD inh mix | HIV RNase H inh
O=C(Cn1[nH]c(=O)c2ccccc2c1=O)OCC(=O)N1CCCc2ccccc21
    -17.7 | -15.7
CCC(=O)Nc1cc(C(C)C)c(O)cc1C
    12.0 | -5.8
C/C(=N\N=C(/N)SC1CC(=O)N(c2ccc(Cl)c(Cl)c2)C1=O)c1cccs1 (centres undefined)
    -5.1 | ·
COc1ccc(NC(=O)CN(C)S(=O)(=O)c2ccc3c(c2)CCC(=O)N3)c(OC)c1
    7.7 | ·
N[C@@H](Cc1cc(I)c(O)c(I)c1)C(=O)O
    17.3 | ·
Cc1ccc(/C=C(/NC(=O)c2ccccc2)C(=O)NCCc2c[nH]c3ccccc23)o1
    1.8 | ·
COC(=O)c1ccc(Oc2ccc3nncn3n2)cc1
    -34.9 | ·
CC1CN(Cc2ccccc2Cl)CC(C)O1 (centres undefined)
    13.6 | ·
Cn1c(CSc2nc3ccccc3s2)nnc1SCC(=O)NCCCN1CCOCC1
    13.0 | ·
CCN(CC)c1ccc(CC2C(=O)N(C)C(=O)N(C)C2=O)cc1
    · | 8.4
C#CCNC(=O)C1=C[C@H](C2CCCCC2)[C@@H](CCCO)[C@H](OCC)O1
    -11.5 | ·
Clc1cccc2sc(N3CCCC3)nc12
    -1.8 | -24.4
CN1CCN(C2=NC3(CCCC3)C(C#N)C(=O)N2)CC1 (centres undefined)
    -3.5 | 2.2
CC(C)CNc1c(N)c(=O)oc2ccccc12
    -10.0 | ·
CCOC(=O)C1=C(C)NC(C)=C(C(=O)OCC)C1C(=O)OCC(=O)N1CCc2ccccc2C1
    4.7 | -0.7

Below each SMILES: RmlCD inh mix | HIV RNase H inh
O=C(CC1c2ccccc2Oc2ccccc21)NCc1ccco1
    3.1 | -7.8
COc1ccc(S(=O)(=O)N(C)CC(=O)NCc2cccnc2)cc1Cl
    6.6 | ·
Cn1cccc1/C=N/n1c(-c2ccc(Cl)cc2)n[nH]c1=S
    -9.6 | ·
O=C(CCS(=O)(=O)c1cccc2nonc12)NC1CCCCCC1
    -15.3 | -5.6
CCCCN(C(=O)c1cc(OC)c(OC)c(OC)c1)C1=CC2CCC(C1)N2C (centres undefined)
    -3.9 | 2.7
Cc1ccccc1OCC(=O)Nc1ccc(N2CCN(C(=O)C(C)C)CC2)c(Cl)c1
    -2.2 | -29.0
Cn1c(C(=O)OCC(=O)NCc2ccco2)cc2sccc21
    4.9 | -13.0
CCCCn1c(SCC(=O)N2CCCc3ccccc32)nc2c1c(=O)n(C)c(=O)n2C
    -5.3 | -6.3
Cc1ccc2ccc(C(Nc3ccccn3)c3ccccc3)c(O)c2n1 (centres undefined)
    0.7 | ·
COc1ccccc1CNC(=O)COC(=O)c1cnccn1
    · | -5.6
O=c1c2c3c(sc2ncn1Cc1ccc(F)cc1)CCC3
    -8.9 | ·
Nc1cc(CN2C(=O)c3ccccc3C2=O)cc(Cl)c1O
    -7.9 | -22.2
O=C(Nc1c(C(=O)O)[nH]c2ccccc12)NC1CCCCC1
    7.1 | 7.9
CC(=O)c1cccc(N=C2NC(=O)CS2)c1
    4.3 | ·
CC(C)(C)c1[nH]nc2c1C(c1ccc(OC(=O)c3ccco3)cc1)C(C#N)=C(N)O2 (centres undefined)
    -1.5 | -7.8

Below each SMILES: RmlCD inh mix | HIV RNase H inh
COc1ccc(OC)c(C(c2nnnn2CCc2ccccc2)N2CCN(c3ccccc3)CC2)c1 (centres undefined)
    -8.2 | 4.4
CCc1nccn1S(=O)(=O)c1ccc2ccc(C)cc2c1
    -10.0 | -1.4
O=c1c2ccccc2nc2ccc(N3CCOCC3)nn12
    13.6 | ·
COc1ccc(N2C(=O)CC(Sc3ncn[nH]3)C2=O)c(OC)c1 (centres undefined)
    3.9 | 45.9
O=C(CCN1CCN(Cc2ccccc2)CC1)Nc1cccc(Cl)c1
    -6.6 | -3.3
CN1C(=O)C2(Nc3ccccc3-c3nc4ccccc4n32)c2ccccc21 (centres undefined)
    1.2 | 8.3
CC(C)=CCc1cc2c(=O)c3c(O)c4c(cc3oc2c(O)c1O)OC(C)C4(C)C (centres undefined)
    -15.6 | ·
COc1ccc(OC)c(-c2cc(C(=O)Nc3cc(C)on3)no2)c1
    -7.0 | -3.4
Cc1sc2c(c1C)c(=O)n(-c1ccccc1)c1nnc(C)n21
    5.1 | -5.9
CC(C)NC(=O)c1c(CSc2ccccc2)noc1C(=O)NCc1ccccc1
    -70.6 | ·
O=C(O)c1c2c(nc3ccc(S(=O)(=O)N4CCC(C(=O)N5CCCCC5)CC4)cc13)CCCC2
    -10.6 | -0.6
CNC(=O)CN(c1cccc(Br)c1)S(C)(=O)=O
    12.6 | 0.8
O=C(NCc1ccco1)C(Cc1ccccc1)N1C(=O)C2C3C=CC(C3)C2C1=O (centres undefined)
    -12.9 | -0.2
CCOc1ccc(S(=O)(=O)NCc2ccco2)c2ccccc12
    -10.9 | -10.9
CC(NC(=O)Nc1nccs1)(C(F)(F)F)C(F)(F)F
    3.0 | -8.8

Below each SMILES: RmlCD inh mix | HIV RNase H inh
CCNC(=O)[C@H]1O[C@@H](n2cnc3c(N)nc(NCCc4ccc(CCC(=O)O)cc4)nc32)[C@H](O)[C@@H]1O
    2.4 | ·
N/C(=N\OC(=O)CCC1CCCCC1)c1cccnc1
    10.0 | ·
O=C(CCc1ccccc1)Nc1c(F)c(F)c(F)c(F)c1F
    -15.2 | -7.5
O=C(CSCC(=O)Nc1nccs1)Nc1ccccc1
    24.5 | -7.4
C=CCOc1ccc(C2/C(=C(\O)c3ccc(F)cc3)C(=O)C(=O)N2CCCN(C)C)cc1 (centres undefined)
    -10.3 | 3.5
Cc1ccc2ccccc2[n+]1CCCS(=O)(=O)[O-]
    0.2 | ·
CCC(=O)N1CCN(c2ccccc2NC(=O)COc2cc(C)ccc2C(C)C)CC1
    2.5 | -1.7
O=C(OCc1ccc(Cl)cc1Cl)c1cccnc1Cl
    6.5 | ·
CC(C)CCOc1ccc(C(=O)NCCC(=O)N2CCOCC2)cc1
    -8.3 | -12.1
CNC(=O)c1[nH]cnc1C(=O)N[C@@H](C)C(=O)OCc1ccccc1
    8.7 | ·
CN1C[C@@H]2C(c3ccc(C(F)(F)F)cc3)C3(c4cccnc4)CC2(C3)[C@H]1c1ccccc1 (some centres undefined)
    -16.8 | ·
Clc1cc(Cl)c(OCc2nc(-c3ccccn3)no2)cc1Cl
    -1.2 | -11.8
O=C(O)CCC(=O)Nc1nc(-c2ccccc2)cs1
    14.2 | -3.4
CC(C)C(=O)Nc1cccc(C(=O)OCC(=O)c2ccc(Cl)cc2Cl)c1
    -13.2 | ·
COCCCN(C(=O)c1ccco1)c1nc(-c2cc(OC)ccc2OC)cs1
    7.2 | -4.2

Below each SMILES: RmlCD inh mix | HIV RNase H inh
CSc1nc(-c2ccc(Cl)cc2)nn1S(=O)(=O)c1ccc(Cl)cc1
    3.9 | ·
COC(=O)c1cc(=O)n(Cc2cccs2)c(=NCc2cccs2)s1
    -4.7 | 20.8
S=c1[nH]nc(-c2ccccc2)n1C1C=CCCC1 (centres undefined)
    -10.8 | 20.4
C=CCOc1ccccc1C1NC(=O)NC(C)=C1C(=O)NCc1ccccc1 (centres undefined)
    19.3 | ·
CN1CCN(C(=O)CN(c2cccc(Cl)c2)S(=O)(=O)c2ccccc2)CC1
    4.1 | 0.0
CCC(=O)Nc1ccccc1C(=O)NC1CCCCC1
    -12.8 | ·
COc1ccc(COc2cc(-c3cccc(OC)c3)nc3ccc(NC(C)=O)cc23)cc1
    -10.8 | ·
CC(C)CNC(=O)NC1C(NC(=O)NCC(C)C)N(C)C(=O)N1C (centres undefined)
    -6.5 | -2.5
CCC(=O)N1CCN(c2cc3c(cc2F)c(=O)c(C(=O)O)cn3CC)CC1
    · | -2.3
COc1ccc(-c2ccc(-c3noc(C)n3)c(OC)n2)cc1
    -98.1 | -2.7
CCOC(=O)C(NC(=O)Nc1cccc(C)n1)(OCC(F)(F)F)C(F)(F)F (centres undefined)
    -5.8 | -4.5
O=C(NNC(=O)C1CCCCC1)C(=O)NC1CCCCC1
    -24.7 | ·
CC1C(C(=O)Nc2ccccc2)CCCC1(C)C(=O)O (centres undefined)
    -9.9 | ·
O=c1c2ccccc2nc(SCc2cn3ccsc3n2)n1-c1ccccc1
    -20.2 | -57.3
CCCCOC(=O)CSc1nc(N)c(C#N)c(-c2ccc(OCC)cc2)c1C#N
    -6.6 | -10.0

Random excerpt: 3 records from the list, in no set order.
Below each SMILES: RmlCD inh mix | HIV RNase H inh
COC(=O)c1cc(=O)n(Cc2cccs2)c(=NCc2cccs2)s1
    -4.7 | 20.8
CCCCOC(=O)CSc1nc(N)c(C#N)c(-c2ccc(OCC)cc2)c1C#N
    -6.6 | -10.0
C=CCOc1ccccc1C1NC(=O)NC(C)=C1C(=O)NCc1ccccc1 (centres undefined)
    19.3 | ·

Next section:
smiles	RmlCD inh mix	HIV RNase H inh
CC(C)C(NS(=O)(=O)c1cccc2nsnc12)C(=O)N1CCc2ccccc2C1 (centres undefined)	-0.3	-20.2
O=S(=O)(NCc1cc(-c2ccccc2)no1)c1ccc(Cl)cc1	-5.5	·
COc1ccccc1Cn1nnc2c(=O)[nH]c(C3CCN(C(=O)c4ccc(C)cc4)CC3)nc21	·	-11.9
Cc1c(C(=O)Nc2ccc(Cl)cc2)c2ccccn2c1C(=O)c1ccc([N+](=O)[O-])cc1	9.5	·
O=[N+]([O-])c1ccc2nc(/C=C/c3ccc(Cl)cc3)[nH]c2c1	-2.2	·
COc1ccc(CCNC(=O)C2(C)CCC(=O)N2Cc2ccc3c(c2)OCO3)cc1OC (centres undefined)	-8.5	-5.2
c1ccc(OCCOc2ncnc3sccc23)cc1	-10.2	-76.2
CCCn1c(=O)c(C(=O)NCc2ccncc2)c(O)c2ccccc21	3.5	-29.5
CCC(=O)Nc1ccc2c(c1)C(=O)c1ccccc1C2=O	2.7	·
COc1ccccc1OCc1ccc(C(=O)NC(C)(C)C)o1	3.6	-0.2
COc1ccc2cc3cc(C(=O)NCCN4CCc5ccccc5C4)oc3nc2c1	31.1	-17.1
Cc1[nH]nc2nc(SCC(=O)NCC3CCCO3)n(-c3ccc(Br)cc3)c(=N)c12 (centres undefined)	-17.2	-6.4
c1ccn2c(SCc3cn4ccsc4n3)nnc2c1	1.5	-6.7
Cn1c(SCC(=O)NCc2ccc(F)cc2)nc2ccccc21	-7.9	-12.2
CC(=O)Nc1ccc2c(c1)C(=O)N(C1CCCCC1)C2=O	-22.8	9.9
CC(C)CC(=O)Nc1ccccc1N1CCN(C(=O)c2ccccc2)CC1	·	0.6
C=CCn1c(=O)c2ccccc2n2c(SCC(=O)N3CCCc4ccccc43)nnc12	-10.7	-20.2
Cc1ccc(C(=O)Nc2cccc(-c3cnc4ccccc4n3)c2)cc1	-13.5	·
O=S(=O)(NCc1ccccn1)c1ccc(F)cc1	-11.8	-9.3
O=C1CSC2(C(=O)N3CCCc4cccc2c43)N1c1cccc(C(F)(F)F)c1 (centres undefined)	22.2	·
CCc1cc(C(c2ccc(F)cc2)N2CCOCC2)c(NC(=O)c2ccccc2)s1 (centres undefined)	8.8	·
COc1ccc(S(=O)(=O)N=C2C=C(C)C(=O)C(C)=C2)cc1	7.5	·
Cn1c(CNc2ccccc2)cc(=O)n(C)c1=O	1.5	-4.3
N#Cc1c(SCC(=O)O)nc(N2CCCCC2)c2c1CCCC2	-4.4	10.7
O=C(NC1(C(F)(F)F)NC(=O)N(C2CCCC2)C1=O)C1CC1 (centres undefined)	5.6	-12.1

smiles	RmlCD inh mix	HIV RNase H inh
CCCCn1c(=NC(=O)c2cccnc2)c(C(=O)OCC)cc2c(=O)n3ccccc3nc21	7.0	·
CCCCOc1ccc(/C(O)=C2/C(=O)C(=O)N(CCN(C)C)C2c2ccc(O)c(OC)c2)cc1 (centres undefined)	-9.2	-9.7
Cc1cccc(CN2CCN(CC(=O)N3CCCC3)C2=O)c1	-12.2	·
C=CCN1C(=O)CSC1=Nc1ccc(O)cc1	-1.7	·
Oc1ccc2c(c1)C1CCCC1(N1CCOCC1)O2 (centres undefined)	8.7	67.5*
CCC(=O)N1CCc2cc(S(=O)(=O)NCCC(=O)Nc3cc(C)cc(C)c3)ccc21	-4.4	-17.5
CCOCCn1c(CN2CCCCC2)nc2c1c(=O)n(C)c(=O)n2C	·	-13.6
O=C(NCCc1ccccc1)C1CCN(S(=O)(=O)c2ccc(-c3nn[nH]n3)cc2)CC1	25.6	0.3
CCOC(=O)N1CCc2c(sc3c2C(=O)NC(c2ccc(-c4ccc(Cl)cc4)o2)N3)C1 (centres undefined)	·	73.5*
O=C(c1cc2c(ccc3ccccc32)o1)N1CCN(c2ncc(C(F)(F)F)cc2Cl)CC1	-8.2	·
CCOc1ccc(-n2c(SCC(=O)Nc3ccccc3C)n[nH]c2=O)cc1	10.5	·
CCC(NC(=O)Cn1cnc2c(=O)n(C)c(=O)n(C)c21)c1ccccc1 (centres undefined)	3.7	-16.6
CCn1c(=O)c(C(=O)NCCc2ccccc2)c(O)c2ccccc21	8.6	6.8
COc1nc(N2CCCC2)nc(-n2cc(-c3ccccc3)nn2)n1	·	-17.4
COc1ccc(CCNC(=O)Cn2nnc(-c3cccc(OC)c3OC)n2)cc1OC	8.6	-2.3
CCNc1nc(Oc2ccc(C(=O)OCC)cc2)nc(SC)n1	-20.7	0.1
COc1ccc(C(=O)N2CCN(C(=O)c3ccncc3)CC2)cc1	5.6	·
C=CCn1c(-c2cccc3ccccc23)n[nH]c1=S	3.9	·

Not all compounds are listed (hit frequency here may not be typical).
